inhibitors of VEEV = inhibitors of VEEV TC-83 cytopathic effect, confirmation, Vero cells (AID 588727); inhibition, % at 20 µM, or IC50 in µM where a hit was titrated; actives 0.13% (n = 350,000); Vero cells, VEEV TC-83 cytopathic effect inhibition; higher % means a stronger effect; in the data active = a potency from the dose series; inconclusive = inhibition mostly from about 14% at the one dose, without a potency; inactive = the rest, 99 in 100 with inhibition below about 12%; note: strong numbers were not always called active
Salmonella PhoP GFP = PhoP regulon inhibitors, Salmonella typhi PhoP promoter GFP reporter, confirmatory (AID 1850). inhibition, % at 50 µM; hits with a dose series show IC50 in µM. Salmonella Typhi PhoP-promoter GFP reporter, fluorescence, 4 h; higher % means a stronger effect. actives 0.33% (n = 310,000); in the data active = a potency from the dose series; inconclusive = inhibition mostly from about 25% at the one dose, without a potency; inactive = the rest, 99 in 100 with inhibition below about 19%;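 note: 0% = induced wells with vehicle and 100% = uninduced wells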
M. tuberculosis = growth inhibition of non-replicating M. tuberculosis (AID 488890); Mycobacterium tuberculosis non-replicating, growth inhibition; higher % means a stronger effect; actives 0.39% (n = 320,000); one-dose inhibition, % at 25 µM; IC50 in µM for titrated hits; in the data active = a potency from the dose series; inconclusive = inhibition mostly from about 82% at the one dose, without a potency; inactive = the rest, 99 in 100 with inhibition below about 76%;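 note: plate controls were DMSO cells for no effect and high antibiotic wells for full effect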
influenza NS1A = H1N1 influenza NS1A inhibitors, functional cell based assay (AID 504329); inhibition, % at 12.5 µM, or IC50 in µM where a hit was titrated; NS1A functional cell-based assay, percent inhibition; higher % means a stronger effect; actives 0.3% (n = 340,000); in the data active = a potency from the dose series; inconclusive = inhibition above about 27% without an active follow-up result; note: strong numbers were not always called active
M. tuberculosis HTS = M. tuberculosis growth inhibition, HTS (AID 449762) | inhibition, % at 25 µM, or IC50 in µM where a hit was titrated | M. tuberculosis H37Rv growth inhibition, 7H9 media; higher % means a stronger effect | actives 0.59% (n = 330,000); in the data active = a potency from the dose series; inconclusive = inhibition above about 70% without an active follow-up result;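 note: bacterial growth assessed after seven days of incubation; strong numbers were not always called active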
inhibitors of VEEV 10K pilot screen = further read-out of inhibitors of VEEV, marked with its call; inhibition, %; measured here: 10K pilot screen inhibition
Starred values were filed as active, the others as inactive; i = inactive; ? = inconclusive; · = no result given.

A first look (2 entries):
SMILES	inhibitors of VEEV	Salmonella PhoP GFP	M. tuberculosis	influenza NS1A	M. tuberculosis HTS	others
CC1=NCCc2c1[nH]c1cc(O)ccc21	0.4%	-41%	7%	6%	-1%
O=C(N/N=C\c1ccc(F)cc1)c1ccc(F)cc1	1.6%	23%	0%	-7%	4%

This part in full, from the start:
SMILES	inhibitors of VEEV	Salmonella PhoP GFP	M. tuberculosis	influenza NS1A	M. tuberculosis HTS	others
CC1=NCCc2c1[nH]c1cc(O)ccc21	0.4%	-41%	7%	6%	-1%
O=C(N/N=C\c1ccc(F)cc1)c1ccc(F)cc1	1.6%	23%	0%	-7%	4%
COc1ccc(C(=O)NCCS(=O)(=O)N2CCc3ccccc3C2)cc1OC	1.1%	0%	-4%	-4%	-8%
OC(COc1cc(Cl)c(Cl)cc1Cl)CN1CCN(c2ncccn2)CC1 (centres undefined)	i	-5%	78%	-5%	28%
CCOc1ccc(C(=O)n2cnnc2N)cc1	0.5%	4%	1%	3%	-5%
O=C(COc1ccccc1[N+](=O)[O-])N1CCCc2ccccc21	i	-12%	14%	-6%	11%
O=C(CCC(=O)c1cccs1)NCc1ccc(F)cc1	i	0%	-6%	-9%	-3%
CC(C)OP(=O)(c1ccc(N(C)C)cc1)C(O)c1ccc(C(C)C)cc1 (centres undefined)	i	-7%	7%	-3%	-7%
O=C(NN1CCN(Cc2ccccc2Cl)CC1)c1ccc(Cl)cc1	1.3%	12%	-6%	-10%	-4%
NC(=O)C1(Nc2ccc(-c3ccc(Cl)cc3)cc2)CCCC1	2.6%	·	·	11%	·
O=C(O)C1CCC(CNS(=O)(=O)c2ccc(Br)cc2)CC1 (centres undefined)	0.9%	-8%	-6%	-1%	3%
Clc1c(-c2ccccc2)nnn1-c1ccccc1	1.4%	-2%	-8%	-5%	0%	inhibitors of VEEV 10K pilot screen=6.2
COC(=O)CSc1nc(C)cc(C)c1C#N	1.4%	-8%	37%	-15%	38%
O=C(NN1C(=O)CSC1=S)c1cccnc1	i	-2%	-16%	·	3%
O=C(CSc1nc(-c2ccccc2)cc(=O)[nH]1)Nc1ccc(Br)cc1	0.2%	-18%	-2%	-7%	6%
COc1ccc(CC2C(=O)OC(C)(C)OC2=O)cc1	i	11%	-3%	-9%	-7%
CC(=O)Nc1ccc(NC(=O)/C=C/c2ccc(Cl)cc2)cc1	0.1%	6%	-8%	-1%	-6%
COc1ccccc1N1CCN(CC(=O)Nc2cc(F)ccc2C)CC1	0.8%	-7%	-12%	10%	45%	inhibitors of VEEV 10K pilot screen=2.4
C/C(=N\NC(=O)c1[nH]c2c([N+](=O)[O-])cc(C)cc2c1-c1ccccc1)c1cccnc1	0.4%	9%	-9%	6%	3%	inhibitors of VEEV 10K pilot screen=3.9
Cc1ccc(C(=O)NNC(=O)c2cccnc2SCc2cccc([N+](=O)[O-])c2)cc1	0.1%	-1%	0%	12%	-5%
Cc1c2cnn(CC(=O)Nc3cccc(C(F)(F)F)c3)c(=O)c2c(C)n1Cc1ccccc1F	0.7%	-14%	-23%	-4%	-1%
COc1cc(C(=O)N[C@H](C(=O)NC2CCCCCC2)C(C)C)cc(OC)c1OC	2.6%	11%	2%	4%	-2%
COc1ccc(-c2cc(C(=O)NNC3=NCCC3)c3c(C)nn(-c4ccccc4)c3n2)cc1	7.1%	-1%	-14%	1%	?
O=C(CN1CCOc2ccccc21)NCc1cccs1	0.7%	-13%	20%	-16%	5%
Cn1c(=O)n(C)c2cc([N+](=O)[O-])c(N3CCN(S(=O)(=O)c4ccccc4)CC3)cc21	3.9%	-9%	-23%	-4%	-4%

For reference, 2 of the compounds above.
SMILES	inhibitors of VEEV	Salmonella PhoP GFP	M. tuberculosis	influenza NS1A	M. tuberculosis HTS	others
CC1=NCCc2c1[nH]c1cc(O)ccc21	0.4%	-41%	7%	6%	-1%
O=C(N/N=C\c1ccc(F)cc1)c1ccc(F)cc1	1.6%	23%	0%	-7%	4%

Structural class: the compounds so far with an aryl thioether with sulfur outside any ring.
SMILES	inhibitors of VEEV	Salmonella PhoP GFP	M. tuberculosis	influenza NS1A	M. tuberculosis HTS	others
COC(=O)CSc1nc(C)cc(C)c1C#N	1.4%	-8%	37%	-15%	38%
O=C(CSc1nc(-c2ccccc2)cc(=O)[nH]1)Nc1ccc(Br)cc1	0.2%	-18%	-2%	-7%	6%
Cc1ccc(C(=O)NNC(=O)c2cccnc2SCc2cccc([N+](=O)[O-])c2)cc1	0.1%	-1%	0%	12%	-5%

Next compounds follow:
SMILES	inhibitors of VEEV	Salmonella PhoP GFP	M. tuberculosis	influenza NS1A	M. tuberculosis HTS	others
Cc1cccc(N=Cc2[nH]c3ccc(Br)c(Cl)c3c2O)c1	i	-11%	-4%	-4%	-2%
CC(NS(=O)(=O)c1ccc(OCC(=O)NCc2ccncc2)cc1)c1ccccc1 (centres undefined)	1.8%	1%	-2%	-9%	2%
COC(=O)c1cccc(C(=O)N2CCCC(C(=O)c3cccc(OC(C)C)c3)C2)c1 (centres undefined)	0.6%	-6%	6%	-2%	14%
O=C(NCc1cccc(C(F)(F)F)c1)C1CCC(=O)N(C2CCCCCC2)C1 (centres undefined)	i	-1%	7%	-6%	-2%
COc1cccc(-c2ccc3nnc(SCC(=O)Nc4ccc(NC(C)=O)cc4)n3n2)c1	1.5%	5%	-9%	-5%	3%
C/C(=N\Nc1nc(N2CCCCCC2)nc(N2CCCCCC2)n1)c1ccccc1	i	4%	27%	4%	1%	inhibitors of VEEV 10K pilot screen=2.3
CC(=O)Nc1ccc(SCC(=O)N(CCC#N)c2cc(C)cc(C)c2)cc1	6.2%	0%	11%	13%	-1%
CS(=O)(=O)N(CC(=O)NCCSC1CCCCC1)c1cccc(F)c1	1.3%	-2%	-8%	-10%	-6%
COc1ccc(C(CNC(=O)CN2C(=O)NC(C)(c3ccc4ccccc4c3)C2=O)N2CCCC2)cc1 (centres undefined)	5.0%	·	·	4%	·
Cc1nn(C)c(C)c1NC(=O)CCSc1nc(-c2ccco2)cc(C(F)(F)F)n1	2.7%	-7%	-7%	-22%	-7%
COc1ccc(/C=N/NC(N)=S)cc1OC(=O)c1cccc2ccccc12	8.1%	-1%	66%	0%	?
COC(=O)C1CCN(C(=O)COc2ccc(S(=O)(=O)N3CCOCC3)cc2Cl)CC1	1.1%	·	4%	0%	1%
O=C(c1cccc(S(=O)(=O)N2CCN(c3ccccc3)CC2)c1)N1CCCC(C(F)(F)F)C1 (centres undefined)	2.4%	5%	-8%	-7%	-7%
COc1ccc(-n2c(=O)c3c4c(sc3n(CC(=O)NC3CCCC3)c2=O)CCCC4)c(OC)c1	0.6%	-1%	37%	9%	-9%
O=C(N/C(=C/C=C/c1ccccc1)C(=O)N1CCCCC1)c1ccc([N+](=O)[O-])cc1	2.0%	0%	21%	1%	?
O=C(Nc1ccccc1)Nc1nc(-c2ccc(Cl)cc2)cs1	0.1%	5%	-7%	3%	3%
C=CCNC(=S)NNC(=O)c1ccc(=O)n(Cc2ccc(Cl)cc2Cl)c1	4.2%	10%	-9%	-18%	-4%
CC1CCCCC1NC(=O)COC(=O)c1ccc2c(c1Cl)C(=O)c1ccccc1C2=O (centres undefined)	1.4%	-3%	79%	3%	-4%
CCCCN(C(=O)CSc1nnc(Nc2ccc(C)c(C)c2)s1)c1c(N)n(Cc2ccccc2)c(=O)[nH]c1=O	5.3%	-1%	10%	3%	5%
CCN(C(=O)c1cnc(NC(C)C)cc1C(F)(F)F)c1ccc(Cl)cc1Cl	i	-18%	12%	-20%	5%
Cc1ccc(OCC(=O)NNC(=O)CSc2ncc(C#N)c(N)n2)cc1	2.0%	-13%	-14%	1%	6%
CCC/C(O)=C1\C(=O)CC(c2ccccc2)CC1=NC (centres undefined)	1.4%	-8%	5%	-1%	23%
O=C(Nc1ccc(S(=O)(=O)N2CCOCC2)cc1)c1ccc([N+](=O)[O-])o1	i	0%	5.3µM*	9%	?
Cc1c(NC(=O)C(C)n2cc([N+](=O)[O-])cn2)c(=O)n(-c2ccccc2)n1C (centres undefined)	0.7%	7%	-7%	2%	-5%
Cc1cccc(OP(=O)(NCc2ccccc2)Oc2cccc(C)c2)c1	5.8%	11%	44%	-11%	15%
Continuation:
SMILES	inhibitors of VEEV	Salmonella PhoP GFP	M. tuberculosis	influenza NS1A	M. tuberculosis HTS	others
Cc1ccc(C(=O)NCCN2CCOCC2)cc1Cl	0.4%	-1%	-1%	-3%	7%
Brc1ccc(CNCC2CCCO2)cc1 (centres undefined)	1.1%	-10%	46%	2%	0%
CSc1sc(C)cc1C1C(C#N)=C(N)N(c2cccnc2)C2=C1C(=O)CC(C)(C)C2 (centres undefined)	6.7%	5%	32%	-1%	3%
CCC1(c2ccc(Cl)cc2)NC(=S)N(c2ccc(C)c(C)c2)N1 (centres undefined)	0.1%	1%	-12%	-2%	8%
CC(=O)N1c2ccc(Cl)cc2C2C=CCC2C1c1cccc2ccccc12 (centres undefined)	6.9%	11%	68%	2%	18%
COC(=O)C(C(=O)OC)=C(/C=C/C=C/N(C)C)N(C)C	1.0%	-6%	2%	1%	-5%
COc1ccc(C)cc1NC(=O)CN1CCN(S(=O)(=O)c2ccc(Cl)cc2)CC1	2.3%	-1%	3%	-10%	9%
COc1ccccc1N1CCN(c2ccc(Cl)nn2)CC1	2.2%	9%	32%	0%	0%
O=C(COc1ccc2ccccc2c1)NNC(=O)C(=O)Nc1ccccc1	i	-2%	?	5%	?
COc1ccc(CSc2ncn[nH]2)cc1[N+](=O)[O-]	0.7%	-8%	3%	-4%	8%
O=C(C1CCC(=O)N1C1CCCC1)N1CCC2(CC1)OCCO2 (centres undefined)	i	3%	8%	-1%	-16%	inhibitors of VEEV 10K pilot screen=0.6
Oc1ccc2[nH]cnc2c1CN1CCCCC1	0.2%	3%	26%	11%	3%
O=C(CSc1nn(-c2ccccc2)c(=S)s1)NC1CCS(=O)(=O)C1 (centres undefined)	2.3%	-6%	16%	3%	-2%
COc1ccc2cc(C(c3nnnn3Cc3ccccc3)N3CCCCCC3)c(=O)[nH]c2c1 (centres undefined)	2.6%	11%	16%	3%	-1%
Cc1ccn2cc(-c3nonc3C)cc2c1	0.6%	2%	?	0%	-2%
CC(C)(C)OC(=O)C[C@H]1C/C=C\C[C@@H](CC(=O)N(CCO)Cc2ccccc2)C(=O)N[C@@H](Cc2ccccc2)COC1=O	7.4%	·	63%	0%	3%
CC(Sc1nc2ccccc2s1)C(=O)Nc1nnc(C(C)C)s1 (centres undefined)	1.6%	9%	59%	-8%	-5%
CCN(C(=O)COC(=O)c1c(-c2ccccc2)noc1C)C1CCS(=O)(=O)C1 (centres undefined)	0.1%	-2%	-6%	13%	-3%
COCCC(=O)N1CCC(Oc2ccc(C(=O)NCCSC)cc2)CC1	1.4%	5%	4%	0%	-1%
COc1ccc(C(=O)CC(=O)c2ccccc2O)cc1	1.8%	-1%	62%	-2%	12%
C#Cc1ccc2c(c1)COc1c3ccccc3nn1-2	0.1%	-20%	59%	5%	27%	inhibitors of VEEV 10K pilot screen=0.6
CCC(Cc1ccccc1)NC(=O)C1CCN(c2nn3c(=O)cc(C)nc3s2)CC1 (centres undefined)	1.9%	5%	40%	-4%	6%
CCOc1ccccc1/C=N/NC(=O)CNC(=O)c1cccs1	i	-21%	0%	-3%	4%
Cc1cc(C)cc(NC(=O)COc2coc(CN3CCc4ccccc43)cc2=O)c1	1.1%	4%	7%	3%	-7%
COc1ccc(N(CC(=O)NC(C)(C)C)C(=O)CCC(=O)Nc2nccs2)c(OC)c1	0.5%	3%	-2%	3%	1%
Next part
SMILES	inhibitors of VEEV	Salmonella PhoP GFP	M. tuberculosis	influenza NS1A	M. tuberculosis HTS	others
Cc1ccc2cc(C(c3nnnn3C3CCCC3)N3CCN(c4ccc(F)cc4)CC3)c(=O)[nH]c2c1 (centres undefined)	i	9%	19%	-4%	42%
NC(=O)C1CCN(c2oc(/C=C/c3ccccc3)nc2S(=O)(=O)c2ccccc2)CC1	i	6%	-10%	-6%	10%
Cc1cc(C(=O)NN=Cc2ccc(OC(=O)c3ccco3)cc2)c(C)o1	0.2%	·	?	-4%	?
O=C1CCC([N+](=O)[O-])C(c2ccc3c(c2)OCO3)N1 (centres undefined)	0.8%	-10%	6%	-11%	3%
Cc1cc(Br)ccc1OCC(=O)NNC(=O)C(=O)Nc1ccccc1	0.2%	4%	1.2µM*	-5%	?
COc1ccc(Cl)cc1S(=O)(=O)N1CCC(C(=O)NC2CCCC2)CC1	2.4%	-3%	8%	-6%	-2%
Cc1ccc(NS(=O)(=O)c2ccc(OCC(=O)Nc3cccc([N+](=O)[O-])c3)c(C)c2)cc1	i	2%	22%	2%	4%
CCOc1ccc(S(=O)(=O)N2CCCC(C(=O)NCc3ccccn3)C2)cc1 (centres undefined)	0.4%	4%	-3%	6%	-13%

Compounds were not picked by outcome. About 1.5% of those tested had a hit in this group.
